# CBFb RUNX1 block: blocks binding between human CBF-beta and RUNX1. Q01196+Q13951. AlphaScreen CBFb-His/RUNX1-biotin binding, biochemical. Potency, µM (doses to about 59.8 µM), without a hit: at the top dose activity, negative = inhibition, hits mostly inhibitors. 230,000 tested, under 10 active. AID 1477; also: % of control where 0% means no effect
# Target sequence (Q01196 whole entry, looked up): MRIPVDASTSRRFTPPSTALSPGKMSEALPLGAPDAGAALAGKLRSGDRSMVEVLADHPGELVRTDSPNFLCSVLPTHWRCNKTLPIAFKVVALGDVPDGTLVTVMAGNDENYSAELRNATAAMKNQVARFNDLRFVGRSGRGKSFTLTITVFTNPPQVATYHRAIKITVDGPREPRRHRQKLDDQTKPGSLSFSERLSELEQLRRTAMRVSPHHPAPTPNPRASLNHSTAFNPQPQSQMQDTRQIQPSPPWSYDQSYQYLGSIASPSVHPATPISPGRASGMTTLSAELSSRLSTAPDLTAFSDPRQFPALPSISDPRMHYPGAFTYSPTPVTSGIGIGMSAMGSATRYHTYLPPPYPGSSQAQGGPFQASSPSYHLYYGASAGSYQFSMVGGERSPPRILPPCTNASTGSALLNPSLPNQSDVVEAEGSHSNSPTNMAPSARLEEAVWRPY
# Target sequence (Q13951 whole entry, looked up): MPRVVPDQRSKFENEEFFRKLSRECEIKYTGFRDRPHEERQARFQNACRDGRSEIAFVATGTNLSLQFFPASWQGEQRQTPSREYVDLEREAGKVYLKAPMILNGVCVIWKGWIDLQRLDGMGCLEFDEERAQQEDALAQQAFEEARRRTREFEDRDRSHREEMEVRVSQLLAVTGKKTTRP
#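 Room-temperature protein-protein interaction test with 30 nM each of His-tagged CBF-beta and biotinylated RUNX1, 15 min with compound, then 90 min with nickel plus streptavidin beads. Signal read in AlphaScreen mode.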
# Lamin A splicing: changes lamin A minigene splicing in HeLa cells. HeLa LMNA splicing GFP/RFP minigene ratio, 48 h. Potency, µM (highest dose often 46.1 µM), without a hit: at the top dose ratio change, negative = inhibition, actives largely listed as inhibitors. 200,000 compounds, 0.01% hits. AID 1487; active = well fitted inhibition curve with a large enough effect in the signal ratio, with a control signal flat, not every such curve was filed as active; inconclusive = small, poorly fitted or top-dose-only effect, or effect the other way, or a change in a side signal; the % refers to the signal ratio; also: potency is read from the fitted curve at half-maximal effect; % is scaled to controls: 0 for no effect and ±100 for the full control effect
#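 S3 HeLa cells stably expressing lamin A-EGFP splicing minigene plus DsRed2, 600 cells/well, 48 h compound exposure at 37C. Laser-scanning cytometry; analysed as GFP (500-530 nm)/RFP (575-640 nm) total intensity ratio; 0.5% DMSO vehicle.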
# GAA glycogen: inhibitors or activators of human alpha-glucosidase glycogen cleavage; 300,000 compounds, 0.38% hits; recombinant GAA, glycogen substrate, Amplex Red glucose oxidase fluorescence; AID 2100; P10253; Potency, µM (series often up to 76.4 µM), without a hit: at the highest dose activity change, negative = inhibition, actives largely listed as inhibitors;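 also: potency is read from the fitted curve at half-maximal effect; 0% = full enzyme reaction and -100% = no-enzyme basal signal; the screen sought inhibitors and activators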
#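 Recombinant enzyme (4 nM final) with compounds titrated up to 77 uM and bovine liver glycogen (30 ug) in citrate pH 5.0, 0.01% Tween-20, 37 C 40 min. Released glucose detected by Amplex Red/glucose oxidase (Ex 573/Em 610); AC50 from Hill fits.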
# GAA spleen mod: inhibits or activates alpha-glucosidase in human spleen homogenate; P10253; human spleen homogenate, 4-MU-alpha-glucoside fluorescence; Potency, µM (highest dose often 79.9 µM), without a hit: at the top dose activity change, negative = inhibition, most hits filed as inhibitors; 240,000 compounds, 0.006% hits; AID 2112;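 also: potency is read from the fitted curve at half-maximal effect; 0% = enzyme with vehicle and -100% = no enzyme basal signal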
#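 Human spleen homogenate (1 ug) with 4-methylumbelliferyl-alpha-D-glucopyranoside (1 mM final) in 50 mM citrate/phosphate pH 5.0, 0.01% Tween-20; 40 min at 37 C. Stopped at pH 10; 4-MU fluorescence Ex 365/Em 440 nm; AC50 by Hill fit.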
# HTT aggregate: mutant huntingtin aggregation inhibition | Potency, µM (top dose mostly 46.1 µM), for the others: at the highest dose activity change, negative = inhibition, hits mostly inhibitors | PC12 HttQ103-GFP aggregates, Acumen cytometry, 40 h | 220,000 compounds, 1.1% hits | AID 1688; also: potency is read from the fitted curve at half-maximal effect; % is scaled to controls: 0 for no effect and ±100 for the full control effect; nearly all actives have a fitted effect of over 60% in size
#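 Huntingtin Q103 exon 1–GFP aggregates in induced PC12 cells (100 nM tebufenozide) were quantified by cytometry from lysates, with compounds dosed in titration.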
# HTT cytoprotect: Huntington cell model cytoprotection by ATP luminescence; 230,000 compounds, 0.14% hits; AID 1471; PC12 HTT-Q103 induced, cytoprotection, ATP luminescence, 40 h; Potency, µM (titrated, usually from 56.4 µM), without a hit: cytoprotection (ATP increase), hits mostly activators;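 also: potency is read from the fitted curve at half-maximal effect; % of control where 0% means no effect; nearly all actives have a fitted effect of over 45% in size; toxic huntingtin expression switched on by the ecdysone agonist tebufenozide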
#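 Huntington model: PC12 line, ecdysone-inducible HTTQ103 exon1–GFP, tebufenozide 100 nM. Test articles in a dose series. Endpoint luminescence from cellular ATP.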
# GAA inh: inhibitors of human lysosomal alpha-glucosidase; P10253; AID 1466; 200,000 compounds, 0.005% hits; Potency, µM (top dose mostly 76.9 µM), for the others: at the highest dose activity change, negative = inhibition, actives largely listed as inhibitors; purified human GAA, 4-MU-alpha-glucoside fluorescence;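 also: potency is read from the fitted curve at half-maximal effect; plate controls were uninhibited enzyme wells for no effect and no-enzyme background for full effect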
#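 Endpoint fluorogenic read: 20 min room-temperature reaction of 4 nM human alpha-glucosidase with 400 uM 4-methylumbelliferyl-alpha-D-pyranoside, pH 5.0, quenched with 1M NaOH/1M glycine pH 10. AC50 from Hill modeling.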
# * marks the source's active call; other numbers are inactive results; u = inconclusive; x = no result given; & = joins results of further samples; [ ] = another dose, or the depositor's remark. Unless noted, calls follow the shape of the dose curve; as a rule, active = well fitted curve in the direction sought with a large enough effect; inconclusive = small, poorly fitted or top-dose-only effect, or another doubt; inactive = no such curve, though single readings can be large; an effect the other way counts as inactive or inconclusive.
SMILES	CBFb RUNX1 block	Lamin A splicing	GAA glycogen	GAA spleen mod	HTT aggregate	HTT cytoprotect	GAA inh
Cc1onc(-c2c(Cl)cccc2Cl)c1C(=O)NCCc1ccc(S(N)(=O)=O)cc1	-16%	12%	3%	1%	-6%	-32%[inhibitor]	-6%
Cc1cccc2sc(NC(=O)c3ccc(OCC4CCCO4)cc3)nc12 (stereo not drawn)	1%	x	6%	-1%	12%[9.22 µM]	u	8%
CCN(CC)N=Nc1ccc(C(=O)O)cc1	-3%	-18%	22%	-4%	11%	-2%[10 µM]	5%
CCCCN(C)C(=O)c1cc2cc([N+](=O)[O-])cc(OC)c2oc1=O	1%	x	9%	1%	-6%	8%	-5%
CC(=O)c1cccc(NC(=O)N2CCCc3ccccc32)c1	5%	u	-13%	-2%	3%	-12%[0.074 µM]	-4%
CCOC(=O)c1ccc(NC(=O)N2CCOCC2)cc1	8%	11%[46 µM]	-7%	x	2%	-103%[inhibitor]	0%
Cc1ccc(C)n1-c1ccc(N2CCOCC2)c([N+](=O)[O-])c1	21%	x	-11%	-6%	19%[9.22 µM]	-7%[10 µM]	x
CC(C)(/C=N/O)/[N+]([O-])=C/c1ccccc1	2%	x	-21%	-4%	-6%[9.22 µM]	-1%[10 µM]	x
COC(=O)c1ccccc1NC(=O)c1ccccc1N(C)S(=O)(=O)c1ccccc1	4%	-4%	-3%	3%	19%	21%[10 µM]	u
CCC(=O)Nc1ccc(C(=O)Nc2cccc(C)n2)cc1	17%	-6%[46 µM]	-5%	8%	4%[9.22 µM]	-16%[10 µM]	-1%
O=C(COC(=O)CCCN1C(=O)c2ccccc2C1=O)Nc1ncc(Cl)cc1Cl	-7%	14%	8%	-4%	-27%	4%[10 µM]	-2%
COc1ccc2sc(NC(=O)NC(=O)c3c(Cl)cccc3Cl)nc2c1	4%	x	-7%	-3%	10%[9.22 µM]	-7%[10 µM]	x
COC(=O)C1=C(C)N(Cc2ccccc2)C2=C(C(C)=O)C(c3ccccc3)[C@@](O)(C(=O)OC)C(=O)N2C1c1ccccc1 (stereo partly drawn)	12%&-3%[13.1 µM]	x	x	3%&3%[17.4 µM]	x	-8%&-12%[10 µM]	x
COc1ccc(-c2csc(N3CCN(C(=O)c4ccco4)CC3)n2)cc1	-15%	u	-8%	3%	u	-2%	-2%[15.4 µM]
CCCOc1ccccc1Cn1c(=O)oc2ccc(C)cc21	23%	7%	-16%	-14%	-22%	-1%[10 µM]	-10%
CCCC(=O)Nc1cccc(NC(=S)NC(=O)C(C)Oc2ccc(Cl)cc2Cl)c1 (stereo not drawn)	-6%	u	-14%	-3%	17%	-15%[10 µM]	2%
CNC(=S)N1CCN(c2ccc(OC)cc2)CC1	-1%	2%	-7%	-5%	13%	8%	1%
COc1cnc(NS(=O)(=O)c2ccc(N)cc2)nc1	1%	u	4%	7%	-12%	-21%	1%[15.4 µM]
O=C(O)CC1S/C(=N/N=C2CCCCC2)N(c2ccccc2)C1=O (stereo not drawn)	-1%	7%	9%	3%	8%	x	-5%
Cc1cc(NC(=O)COC(=O)C2CCN(S(=O)(=O)c3ccc(Cl)cc3)CC2)no1	-6%	1%	-9%	2%	5%	-19%	-14%[15.4 µM]
CSc1nc(SCC(=O)O)c2sc3nc(-c4ccccc4)c4c(c3c2n1)CCC4	-6%	x	1%	1%	-6%[9.22 µM]	-14%[10 µM]	x
CC1CCCCC1NC(=O)CSc1nnnn1-c1ccccc1 (stereo not drawn)	8%	1%	4%	0%	24%	-6%[0.074 µM]	-1%
CN(CCC#N)C(=S)Nc1ccc(Oc2ccccc2)cc1	-4%	u	-1%	5%	17%	x	11%
O=C(O)/C(=N/NC(=O)c1ccc(Cl)cc1)c1ccccc1	5%	x	-2%	-5%	0%[9.22 µM]	13%[10 µM]	-8%
Cn1cccc1Cc1nnc(SCC(=O)NCc2ccc3c(c2)OCO3)n1CCc1ccccc1	-9%	-6%	-15%	1%	0%	-28%[10 µM]	4%

# Other results:
SMILES	CBFb RUNX1 block	Lamin A splicing	GAA glycogen	GAA spleen mod	HTT aggregate	HTT cytoprotect	GAA inh
COCc1[nH]nc2c1C(c1cccc(OC)c1)C(C#N)=C(N)O2 (stereo not drawn)	-10%	0%	8%	6%	-3%	13%	8%
Cc1nn(C)c(Cl)c1/C=N/OC(=O)c1ccc(F)cc1	15%	u	-1%	3%	12%	-13%	-4%
CCOC(=O)c1nc(C)n(-c2ccc([N+](=O)[O-])cc2)n1	-3%	-15%[46 µM]	-20%	8%	u	-21%	-7%
CCOC(=O)CSc1nc2sc3c(c2c(=O)n1CC)CC(C)(C)OC3	1%	-1%	2%	-7%	0%	-19%	6%
Cc1cc(C)n2nc(SCCOc3ccccc3)nc2n1	9%	x	-1%	-2%	-1%	-41%	4%
O=C(Nc1ccc(Cl)cc1C(=O)O)c1ccc2c(c1)C(=O)N(Cc1ccco1)C2=O	-22%	-6%	-2%	2%	1%	-12%[0.074 µM]	-19%
NC(=O)c1c(NC(=O)CSc2nnc(Cc3ccccc3)n2Cc2ccco2)sc2c1CCC2	u	u	-2%	4%	u	-12%	6%
O=C(OCc1nc2ccccc2s1)c1ccccc1O	28%	-18%[46 µM]	-1%	5%	-3%	-22%[10 µM]	-27%
COCCN(Cc1cc2cc3c(cc2[nH]c1=O)OCO3)C(=O)c1cccs1	4%	6%	2%	-1%	-2%	-7%	-8%
O=[N+]([O-])c1ccc(Sc2n[nH]c(-c3ccc(Cl)cc3Cl)n2)nc1	-4%	u	-3%	-2%	u	0.79µM*	-2%
OC(COc1cccc2ccccc12)CN1CCN(c2ccccc2Cl)CC1 (stereo not drawn)	1%	x	-8%	10%	-2%[9.22 µM]	-10%[10 µM]	x
CC(C)(C)C(=O)Nc1nnc(COc2ccc(Cl)cc2)s1	8%	x	-12%	-6%	6%[9.22 µM]	12%[10 µM]	x
O=C(c1cccc(Br)c1)N1CCN(c2cnn(-c3ccccc3)c(=O)c2Cl)CC1	6%	15%[46 µM]	18%	0%	6%	27%	12%
Cc1ccc(NC(=O)COC(=O)c2ccc([N+](=O)[O-])o2)cc1S(=O)(=O)N1CCCCC1	-13%	-3%[46 µM]	1%	-15%	26%	-23%	-9%
Cc1cc(C)c(NC(=O)CC(C)(C)C)c(Cl)c1	11%	6%	14%	0%	4%	-16%	-9%
CCCCOP(=O)(c1ccc(N(C)C)cc1)C(O)c1cc(OC)c(OC)c(OC)c1 (stereo not drawn)	9%	x	4%	-1%	-16%[9.22 µM]	10%[10 µM]	x
Cc1cccc(N=Cc2cc3c(cc2[N+](=O)[O-])OCO3)c1	-25%	15%	-6%	-9%	-2%	-5%	5%
O=C(O)CCC(=O)Nc1ccc(N=Nc2ccccc2)cc1	-2%	x	29%	-3%	-12%[9.22 µM]	-10%[10 µM]	0%
Cc1ccccc1CNC(=O)CC1C(=O)NCCN1CC1CCCCC1 (stereo not drawn)	3%	11%[46 µM]	8%	3%	0%[9.22 µM]	5%[10 µM]	0%
N[C@@H](CS(=O)O)C(=O)O	u	-6%	x	15%&1%&6%&-2%	x	-6%&-23%&12%	x
Cc1ccccc1OCCC(=O)Nc1cccc(S(=O)(=O)Nc2ccccc2Cl)c1	13%	u	-5%	-1%	12%	-5%[10 µM]	-9%
CS(=O)(=O)N(Cc1ccc(C(=O)NCCSc2ccccn2)cc1)c1ccccc1	-4%	u	16%	3%	-15%	u	-2%
COC(=O)C(C#N)c1nc2ccccc2nc1N1CCN(Cc2ccc3c(c2)OCO3)CC1 (stereo not drawn)	0%	4%	4%	-4%	18%	1%	-4%
CN(CC(=O)O)S(=O)(=O)c1cccs1	14%	1%	u	-3%	u	-7%[0.074 µM]	5%
O=C(COC(=O)c1ccc(Br)o1)NCc1cccs1	4%	15%	-13%	-3%	-13%	-3%	2%

# Carrying on:
SMILES	CBFb RUNX1 block	Lamin A splicing	GAA glycogen	GAA spleen mod	HTT aggregate	HTT cytoprotect	GAA inh
Cc1cc(C)c(C)c(C(=O)C2OC(=O)C(C)(C)C(=O)C2(C)C)c1C (stereo not drawn)	-3%	10%	9%	-1%	-9%	4%[10 µM]	4%
COc1cccc(C2=CC(c3cccs3)n3nnnc3N2)c1 (stereo not drawn)	-1%	u	-21%	2%	-17%	-29%	-5%
COCCn1c(=N)c(C(=O)NCCc2ccc(OC)cc2)cc2c(=O)n3cccc(C)c3nc21	-1%	4%	4%	2%	23%	-18%	5%
Cc1ccc(NC(=O)CCN2CCN(C/C=C/c3ccccc3)CC2)cc1C	6%	u	6%	-15%	u	-29%[0.074 µM]	-21%
CCOC(=O)c1cnc2c(ccc3ccccc32)c1NCCO	19%	-14%	2%	3%	-7%	30%[10 µM]	9%
COc1ccc(CC(=O)OCC(=O)Nc2ncc(Cl)cc2Cl)cc1	-4%	9%	-10%	5%	-4%	7%	-4%
CC(C)[C@H](NC(=O)CCCn1nnc2ccccc2c1=O)C(=O)O	6%	x	7%	-2%	15%[9.22 µM]	35%[10 µM]	x
COc1ccc(NC(=O)c2oc3ccccc3c2NC(=O)C2CCCO2)cc1OC (stereo not drawn)	-12%	x	-12%	x	-12%	-97%[inhibitor]	u
Cc1ccc(S(=O)(=O)c2ccc(NN)cc2)cc1	-6%	7%[46 µM]	5%	1%	7%	14%[10 µM]	-8%
CCN1CCN(c2nc3c(c(=O)n(C)c(=O)n3C)n2CCSc2nccc(C)n2)CC1	-1%	-1%	12%	4%	12%[9.22 µM]	-11%[0.074 µM]	-3%
COc1cc2c(=O)n(Cc3ccccc3)c(=O)n(CC(=O)C(C)(C)C)c2cc1OC	-2%	x	7%	7%	12%[9.22 µM]	-9%[10 µM]	x
COc1cc(C2C(C#N)=C(N)Oc3n[nH]c(-c4cccnc4)c32)ccc1OCC(N)=O (stereo not drawn)	-4%	x	-10%	-10%	6%[9.22 µM]	9%[10 µM]	x
Cn1c(=O)c2c(nc(N3CCN(Cc4ccccc4)CC3)n2CCCc2ccccc2)n(C)c1=O	-13%	u	-2%	-1%	3%	-16%[0.074 µM]	-12%

# Screening data (PubChem BioAssay)
